# S-ASM inh – inhibitors of human secretory acid sphingomyelinase. 340,000 tested, 0.006% active. P17405. placental ASM, HMU-PC fluorogenic substrate, 60 min. Potency, µM (highest dose often 57.5 µM), for inactives: at the top dose activity change, negative = inhibition, hits mostly inhibitors; further: potency means the concentration at half of the fitted maximal effect
#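 Steps: dispense placental human ASM, pin compound, wait 10 min at room temperature, add HMU-PC0 substrate at 9 uM final, incubate 60 min at 37 °C, add stop solution raising pH to 10, read fluorescence.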
# USP2a block – USP2a (human) protease inhibition. USP2 core, Ub-CHOP2 coupled fluorogenic reporter, 485/531. Potency, µM (series often up to 38.3 µM), inactives show top-dose activity change, negative = inhibition, actives largely listed as inhibitors. 330,000 tested, 0.01% active;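 further: potency means the concentration at half of the fitted maximal effect; plate controls were DMSO wells for no effect and full inhibition by NEM control for full effect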
#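 USP2 core (10nM final) preincubated 30min RT with compound in 20mM Tris-HCl pH 8.0, 2mM CaCl2, 2mM beta-mercaptoethanol, 0.05% CHAPS; 25nM Ub-CHOP2 plus 25nM reporter substrate added, fluorescence (Ex485/Em531) read after 60min.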
# MBNL1-CUG inh – blocks human MBNL1 binding to CUG repeat RNA. AID 2675. Q9NR56. Potency, µM (top dose mostly 57.5 µM), inactives show at the highest dose activity change, negative = inhibition, actives largely listed as inhibitors. TR-FRET MBNL1-His/biotin-(CUG)12 binding, 665/545 ratio. 280,000 tested, 0.036% active; active means well fitted inhibition curve with a large enough effect in the signal ratio, with a control signal flat, not every such curve was filed as active; inconclusive means small, poorly fitted or top-dose-only effect, or effect the other way, or a change in a side signal; inactive means no such curve, though single readings can be large or run the other way; the % refers to the signal ratio; further: potency means the concentration at half of the fitted maximal effect; on the % scale 0 is the no-effect control and ±100 the full control effect
#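 TR-FRET between His-tagged MBNL1 and biotin-(CUG)12 RNA, detected with Tb anti-His antibody (0.055 ng/ul) and streptavidin-XL665 (5 nM), 60 min at room temperature. Compounds titrated 92 nM to 58 uM; 665/545 nm ratio normalized to buffer and complex controls.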
# GALK inh – inhibitors of human galactokinase | 270,000 tested, 0.007% active | Purified GALK, Kinase-Glo residual ATP luminescence | Potency, µM (series often up to 57.5 µM), for the others: top-dose activity change, negative = inhibition, most hits filed as inhibitors | P51570; further: potency means the concentration at half of the fitted maximal effect; on the % scale 0 is the no-effect control and ±100 the full control effect
#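 The enzyme phosphorylates galactose (100 uM) using ATP (35 uM); inhibition is detected as higher residual ATP, quantified by bioluminescence after 1 h reaction at room temperature, pH 8.0.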
# Menin MLL FP TR – menin-MLL binding inhibition, Texas Red mutant peptide; O00255; Menin + Texas Red MLL mutant peptide, fluorescence polarization; Potency, µM (top dose mostly 61.6 µM), for the others: at the highest dose FP activity change, negative = inhibition, hits mostly inhibitors; 270,000 tested, 0.23% active; active means well fitted inhibition curve with a large enough effect in the polarisation, with a control signal flat, not every such curve was filed as active; inconclusive means small, poorly fitted or top-dose-only effect, or effect the other way, or a change in a side signal; inactive means no such curve, though single readings can be large or run the other way; the % refers to the polarisation; further: potency means the concentration at half of the fitted maximal effect; % of control where 0% means no effect; many of its hits are not listed in these tables
# PKM2 activator – PKM2 (human) enzyme activation | P14618 | purified PKM2, Kinase-Glo ATP luminescence, activation; response scale: 0% is enzyme alone, no compound | Potency, µM (titrated, usually from 57.5 µM), inactives show at the highest dose activation, most hits filed as activators | 260,000 tested, 0.34% active; further: potency means the concentration at half of the fitted maximal effect; on the % scale 0 is the no-effect control and ±100 the full control effect; nearly all actives have a fitted effect of over 55% in size
# Target sequence (P14618 whole entry, looked up): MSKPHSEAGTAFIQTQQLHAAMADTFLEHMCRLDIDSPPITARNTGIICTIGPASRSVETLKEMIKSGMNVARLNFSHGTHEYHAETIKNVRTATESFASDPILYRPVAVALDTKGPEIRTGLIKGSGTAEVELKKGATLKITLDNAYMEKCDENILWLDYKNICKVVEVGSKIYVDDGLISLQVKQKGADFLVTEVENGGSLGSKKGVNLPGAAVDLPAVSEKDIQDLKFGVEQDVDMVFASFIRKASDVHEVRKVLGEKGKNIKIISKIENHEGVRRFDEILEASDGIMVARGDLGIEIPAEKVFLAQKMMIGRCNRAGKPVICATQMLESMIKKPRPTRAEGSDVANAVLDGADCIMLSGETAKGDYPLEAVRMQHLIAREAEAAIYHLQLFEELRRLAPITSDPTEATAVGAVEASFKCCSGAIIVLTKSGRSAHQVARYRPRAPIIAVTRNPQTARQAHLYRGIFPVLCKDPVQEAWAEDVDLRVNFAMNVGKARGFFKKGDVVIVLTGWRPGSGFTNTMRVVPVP
#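 ATP formation by purified human PK-M2, quantified via coupled luciferase luminescence after 1 h at room temperature with 0.1 mM ADP and 0.5 mM PEP final.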
# TSHR antagonist – antagonists of human thyroid stimulating hormone receptor | TSHR-expressing cells, TSH-stimulated cAMP HTRF, 2 h; hits give low values | 330,000 tested, 0.2% active | P16473 | AID 504810 | activity change, negative = inhibition, % at 11.5 µM;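 active means activity change below a set negative limit, meaning inhibition stronger than a set level, cut at about -70% in these data; inconclusive means activity change between two set negative limits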; further: on the % scale 0 is the no-effect control and ±100 the full control effect
#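 TSHR-expressing cells, 200/well, pre-treated with compound, then stimulated with EC80 TSH (4nM final) for 2 hours at 37 deg C. cAMP measured by competitive HTRF: anti-cAMP cryptate antibody in lysis buffer plus cAMP-d2, read after 30 minutes at room temperature.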
# Chronic BCR inh – inhibitors of chronic active B-cell receptor signaling; Potency, µM (highest dose often 46.1 µM), without a hit: at the top dose ratio change, negative = lower green/red ratio, usual class: inhibitors; AID 493014; 340,000 tested, 0.05% active; ABC-DLBCL IkBa-CBG/CBR reporter, luminescence ratio, 4 h; active means well fitted inhibition curve with a large enough effect in the signal ratio, with a control signal flat, not every such curve was filed as active; inconclusive means small, poorly fitted or top-dose-only effect, or effect the other way, or a change in a side signal; the % refers to the signal ratio;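 further: potency means the concentration at half of the fitted maximal effect; plate controls were basal doxycycline-induced cells for no effect and cells given 10 µM MG132 for full effect; MG132 reads +100%, hits lower the ratio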
#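 TMD8 human ABC-DLBCL cells with doxycycline-inducible IκBα–green luciferase fusion and unfused red luciferase, in 0.5% FBS medium; compounds up to 46 uM, 4 h at 37C. Green/red luminescence ratio, filter-overlap corrected, fitted to concentration-response curves.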
# KCNH2 WT inh – KCNH2 (human, wildtype) channel inhibition; 340,000 tested, 0.37% active; activity change, % at 1.84 µM; U2OS, BacMam KCNH2, thallium flux FluxOr; hits give low values; Q12809;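 active means maximum activity change below -70%; inconclusive means maximum activity change between -70% and -50%; inactive means maximum activity change above -50%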; further: on the % scale 0 is the no-effect control and ±100 the full control effect
#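 U2OS cells transduced with wild-type KCNH2 virus are loaded with FluxOr dye for 45 min, and thallium flux is measured in kinetic reads before and after stimulation buffer. Rate constants are normalized to DMSO controls.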
# Eya2 inh – Eya2 (human) phosphatase inhibition; O00167; recombinant Eya2, OMFP fluorescence dephosphorylation (OMFP is methylfluorescein phosphate); Potency, µM (titrated, usually from 76.9 µM), for the others: at the highest dose activity, negative = inhibition, most hits filed as inhibitors; 330,000 tested, 0.006% active; AID 488837; further: potency means the concentration at half of the fitted maximal effect; on the % scale 0 is the no-effect control and ±100 the full control effect
# Target sequence (O00167 whole entry, looked up): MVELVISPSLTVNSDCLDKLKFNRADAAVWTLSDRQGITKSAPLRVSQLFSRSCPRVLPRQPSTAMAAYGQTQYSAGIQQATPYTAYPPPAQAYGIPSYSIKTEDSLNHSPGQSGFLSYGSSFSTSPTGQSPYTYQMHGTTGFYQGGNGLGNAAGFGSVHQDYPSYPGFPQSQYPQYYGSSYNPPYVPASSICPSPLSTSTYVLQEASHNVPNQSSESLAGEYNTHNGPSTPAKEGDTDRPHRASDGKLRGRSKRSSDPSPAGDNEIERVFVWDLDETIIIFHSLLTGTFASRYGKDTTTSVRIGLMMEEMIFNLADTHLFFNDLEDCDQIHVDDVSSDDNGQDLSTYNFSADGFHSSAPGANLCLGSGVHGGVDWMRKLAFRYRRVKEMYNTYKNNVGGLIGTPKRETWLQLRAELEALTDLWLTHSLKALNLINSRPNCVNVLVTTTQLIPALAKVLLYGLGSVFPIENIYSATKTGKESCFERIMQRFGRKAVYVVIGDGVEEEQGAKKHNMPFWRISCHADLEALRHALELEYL
#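 Eya2 protein (added as 0.2 uM solution) was preincubated with compound for 10 min at ambient temperature in 50 mM HEPES pH 7.5, 50 mM NaCl, 5 uM MgCl2, 0.05% BSA, 1 mM DTT. OMFP (added at 50 uM) then reacted 10 min; fluorescence read at 485/525 nm.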
# Mito fusion yeast – mitochondrial division inhibition or fusion activation | Potency, µM (series often up to 46.1 µM), without a hit: at the top dose growth rescue (activation), usual class: activators | S. cerevisiae fusion-defective mutant growth rescue, CellTiterGlo 48 h | 320,000 tested, 0.23% active;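 further: potency means the concentration at half of the fitted maximal effect; % of control where 0% means no effect; nearly all actives have a fitted effect of over 45% in size; temperature-sensitive fusion mutants such as fzo1-1 at 37 °C on non-fermentable ethanol glycerol medium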
#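 Compounds are tested for their ability to restore growth of mitochondrial fusion-defective yeast strains at non-permissive 37C in YPEG medium over 48 hours. Viability is quantified by luciferase luminescence.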
# Starred values were filed as active, the others as inactive; ? = inconclusive; nt = no result given; [ ] = another dose, or the depositor's remark. Unless noted, the call rests on the fitted dose curve; in most records, active means well fitted curve in the direction sought with a large enough effect; inconclusive means small, poorly fitted or top-dose-only effect, or another doubt; inactive means no such curve, though single readings can be large; an effect the other way counts as inactive or inconclusive. Only part of the results is shown. The share of hits here may be higher or lower than overall.
SMILES,S-ASM inh,USP2a block,MBNL1-CUG inh,GALK inh,Menin MLL FP TR,PKM2 activator,TSHR antagonist,Chronic BCR inh,KCNH2 WT inh,Eya2 inh,Mito fusion yeast
CC1=NN(C(=O)Cn2nc([N+](=O)[O-])cc2C)C(O)(C(F)(F)F)C1 (configuration not stated),3.0%,-1.5%,-3.5%,1.1%,17.4%,1.4%,21.8,0.2%,8.1,3.1%,-11.0%
COc1ccccc1N1CCN(C(=O)Cn2nnc(-c3cccs3)n2)CC1,-0.5%,-2.9%,9.9%,0.7%,-0.2%,-2.2%,4.3,-8.0%,-5.8,-9.8%,8.8%
Cc1c(NC(=O)CSCc2ccccc2)cccc1C(=O)O,3.2%,0.3%,-7.6%,-5.7%,16.9%,-0.5%,24.3,?,-27.2,3.3%,-3.1%
COCCNC(=O)CSc1ccccc1C(=O)NCC1CCCCC1,1.5%,9.0%,-0.8%,1.5%,-2.6%,-1.2%,-5.5,-1.1%,-13.4,13.1%,2.6%
CCCCCCCCCC(=O)Nn1cnc2ccccc2c1=O,-18.6%,2.2%,-11.2%,10.3%,4.0%,-0.9%,9.1,?,-5.6,-1.6%,0.6%
Cc1cc(C)n(-c2nc3ccccc3c(=O)n2OCC(=O)Nc2c(C)cccc2C)n1,2.6%,0.3%,-9.9%,-1.8%,?,-5.1%,2.3,?,0.5,9.4%,8.5%
Cc1cc(NC(=O)c2cc(-c3ccc(O)cc3)on2)no1,-0.3%,0.2%,-9.9%,1.5%,nt,1.6%,1.1,?,-17.4,3.2%,5.6%
O=C(Nc1ccccc1)N1CCNCC1,5.4%,2.8%,nt,-1.1%,nt,-1.8%,0.2,0.7%,11.7,-7.1%,6.8%
CC(C)[C@H](NC(=O)C1CCN(S(=O)(=O)c2ccccc2)CC1)C(=O)NCc1ccco1,-0.6%,3.4%,-1.7%,-0.9%,nt,nt,6.9,-0.3%,-3.1,-8.6%,-0.9%
Cc1cc(OC(C)C(=O)NCC2CCC(C(=O)O)CC2)c2c(C)cc(=O)oc2c1 (configuration not stated),4.7%,1.1%,2.9%,nt,-1.1%,-2.5%,-5.8,6.7%,-2.6,?,2.4%
COc1ccc(/C=N/NC(=O)c2[nH]nc3c2CCc2ccccc2-3)cc1OC,-4.3%,2.0%,-0.3%,-2.3%,14.8%,3.0%,10.4,?,-12.5,-13.2%,7.5%
COc1ccc(NS(=O)(=O)c2cccc(NC(=O)CCS(=O)(=O)c3ccccc3)c2)cc1,-0.5%,-0.4%,nt,0.4%,3.5%,11.6%,-2.1,?,9.9,1.2%,-4.4%
CCC(Sc1ncnc2c1nnn2-c1ccc(F)cc1)C(=O)OC (configuration not stated),3.8%,1.1%,-2.4%,0.0%,16.9%,-0.8%,-20.5,?,-0.7,11.3%,1.5%
CC(C)CC(NC(N)=O)C(=O)NCc1ccc(Cl)cc1 (configuration not stated),4.8%,-5.5%,-1.6%,5.1%,-27.3%,3.4%,-2.8,-0.4%,-2.8,2.6%,18.8%
O=C(COc1ccc(Cl)cc1Cl)N(c1ccccn1)C1CCCCC1,-2.7%,5.4%,nt,1.4%,-2.4%,-5.3%,-17.0,-2.9%,-3.9,-8.2%,?
CC1CCc2c(sc(NC(=O)c3ccccc3C(=O)O)c2C#N)C1 (configuration not stated),3.8%,-7.5%,-8.7%,2.4%,4.7%,2.5%,18.6,?,3.7,13.8%,6.1%
COc1cccc(CN2CC(C(=O)N3CCN(c4ccc(Cl)cc4)CC3)CCC2=O)c1 (configuration not stated),-1.9%,0.9%,-1.0%,0.3%,nt,-13.4%,-8.8,-5.4%,1.1,-22.6%,0.7%
COc1ccc(CCNC2=NCCS2)cc1OC,2.4%,-0.9%,-12.8%,2.6%,nt,-7.9%,-47.3,24.8%,-2.1,-17.5%,-2.1%
Cc1cc(OC(C)C)c2c(-c3ccccc3)cc(=O)oc2c1,0.2%,2.3%,3.5%,-0.8%,nt,-4.0%,-8.6,?,0.1,-13.8%,15.0%
Cc1nc(Cc2nnc(SCC(=O)N(C)c3ccccc3)o2)cs1,4.5%,0.8%,nt,nt,nt,nt,0.0,2.6%,-0.1,9.0%,-4.4%
C=CCNC(=O)CN(Cc1ccccc1)S(=O)(=O)c1ccc(C)cc1,3.7%,-0.6%,-4.8%,4.9%,-20.6%,2.9%[11.5 µM],-11.2,2.6%,3.5,1.7%,4.6%
Cc1cccc(-n2cnc(C(=O)N/N=C/c3ccccc3)c2)n1,-0.7%,-1.8%,0.2%,-0.3%,-3.9%,1.1%,2.8,11.0%,-2.2,12.5%,-2.6%
COc1ccc([N+](=O)[O-])cc1NC(=O)C(C)OC(=O)CSC(C)C(=O)Nc1cc(C)on1 (configuration not stated),2.7%,-0.7%,nt,nt,nt,nt,-0.1,27.5%,-1.1,-6.5%,-2.2%
CCOc1ccc(NC(=O)CC2C(=O)N(c3ccc(OC)cc3)C(=S)N2Cc2ccccn2)cc1 (configuration not stated),-9.7%,2.0%,0.3%,0.0%,?,7.3%,-3.5,-0.7%,-2.4,-11.9%,2.9%
C/C(=N\NC(=O)c1cccc([N+](=O)[O-])c1)c1ccncc1,-1.3%,3.1%,?,4.2%,-11.5%,2.8%,17.0,-8.4%,-4.0,-11.9%,-5.0%

# Carrying on.
SMILES,S-ASM inh,USP2a block,MBNL1-CUG inh,GALK inh,Menin MLL FP TR,PKM2 activator,TSHR antagonist,Chronic BCR inh,KCNH2 WT inh,Eya2 inh,Mito fusion yeast
CCN(CC(=O)Nc1c(F)cccc1F)C(=O)c1ccc2ncsc2c1,nt,0.5%,nt,nt,nt,nt,-1.1,-0.5%,-4.7,2.2%,6.8%
CCOC(=O)c1cccc(NC(=O)CCn2nc(C)c(S(=O)(=O)N3CCCCC3)c2C)c1,7.5%,1.3%,-4.4%,10.2%,4.2%,1.5%,11.9,4.4%,-0.5,-4.7%,-23.7%
CCCCn1c(=O)[nH]c2nc3cc(N)ccc3nc2c1=O,-1.3%,?,?,0.8%,?,-0.6%,5.1,13.9%,-9.0,?,2.6%
O=C(c1cccc(S(=O)(=O)NCc2ccc3c(c2)OCO3)c1)N1CCCC1,2.6%,-0.4%,nt,nt,nt,nt,2.4,4.3%,13.5,-4.7%,-0.6%
COCCn1c(C)cc(C(=O)COC(=O)CCN2C(=O)c3ccccc3C2=O)c1C,5.9%,2.5%,6.5%,-0.1%,-5.4%,5.0%,-5.4,-10.0%,-11.3,-5.5%,13.1%
O=C(COC(=O)c1ccc(Cl)c([N+](=O)[O-])c1)NC1CCCC1,-1.6%,2.2%,?,-1.3%,9.1%,nt,-15.2,6.5%,-6.2,0.5%,-7.4%
O=[N+]([O-])CC(c1ccccc1)P(=O)(c1ccccc1)c1ccccc1 (configuration not stated),1.7%,1.6%,-5.8%,-2.6%,nt,nt,15.1,3.1%,1.9,-0.5%,29.4%
c1ccc(-c2nnc(N3CCOCC3)nc2-c2ccccc2)cc1,-2.1%,2.2%,?,0.5%,2.1%,0.7%,-5.7,3.5%,2.2,-0.2%,16.5%
OCc1cc(CO)c(O)c(CCc2ccccc2)n1,6.2%,1.5%,1.0%,3.7%,-0.5%,-0.4%,10.3,-12.4%,2.3,11.0%,1.3%
Cc1ccc(S(=O)(=O)N2CCOCC2)cc1C(=O)N(C)CCOc1ccc(Cl)cc1,-1.4%,0.9%,-11.1%,0.7%,nt,8.5%,-9.6,?,9.7,-3.3%,13.5%
CCOc1cc(NC(=S)NCCCN2CCOCC2)c(OCC)cc1NC(=O)c1cccc(F)c1,4.1%,-0.1%,6.9%,1.8%,3.8%,0.2%,8.3,1.3%,2.9,5.1%,-11.5%
